# NOD1 NF-kB reporter: NOD1 signaling inhibitors, primary screen, cell-based, luminescence, uHTS (AID 1578); NOD1-driven NF-kB luciferase reporter cells, luminescence; higher % means a stronger effect; inhibition, % at 4 µM, or EC50 in µM where a hit was titrated; 290,000 compounds, 1% hits; in the data active = inhibition mostly above about 36%, no sharp cut-off; inactive = mostly below about 34%;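 note: HEK-293T reporter cells stimulated with the NOD1 agonist gamma-tri-DAP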
# Myeloid diff 2: induction of myeloid progenitor differentiation, primary screen, cell-based, flow cytometry, MLPCN library; ER-HoxA9 myeloid progenitors, lysozyme-GFP differentiation; calls only at 10 µM; 360,000 compounds, 1% hits; AID 624256, 2012;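 active = normalized GFP-positive differentiation at or above the plate's own cutoff, the solvent-only control mean plus 3 SD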;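 note: cells exposed to compound for four days before flow analysis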
# KOR beta-arrestin-1: KOR agonists, beta-arrestin recruitment, primary screen, cell-based, luminescence, uHTS (AID 1777). Kappa-type opioid receptor (Homo sapiens). KOR beta-arrestin recruitment, luminescence; higher % means a stronger effect. activation, % at 10 µM; hits with a dose series show EC50 in µM. 280,000 compounds, 0.02% hits; in the data active = activation above about 50%, passing the limit was not always enough; note: a part of the inactive calls stands beside numbers as strong as those of hits
# GPR55 LPI antagonism: GPR55 antagonists blocking LPI-driven arrestin recruitment, primary screen, imaging, U2OS, beta-arrestin-GFP, LPI agonist (AID 2013) | G-protein coupled receptor 55 (Homo sapiens) | U2OS GPR55 beta-arrestin-GFP translocation imaging, LPI antagonism; higher % means a stronger effect | inhibition, % at 10 µM, or IC50 in µM where a hit was titrated | 290,000 compounds, 0.13% hits;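 active = spots per cell inhibited over 60%, with over 100 cells counted and total cytoplasm intensity under 500,000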;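 note: U2OS cells stably carrying GPR55 and arrestin-GFP stimulated by 5 µM LPI near EC80; imaged beta-arrestin-GFP aggregate spots per cell after agonist stimulation; plate controls were LPI-stimulated DMSO wells for no effect and DMSO wells without LPI for full effect; some results filed as inactive read as strong as hits; confirmed hits need IC50 under 10 µM and bright autofluorescent wells are also inconclusive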
# HIV fusion peptide: inhibitors of HIV fusion peptide binding, primary screen, biochemical, uHTS, fluorescence dequenching (AID 1986) | inhibition, % at 20 µM; hits with a dose series show IC50 in µM | cell-free peptide binding, fluorescence dequenching, 30 min; higher % means a stronger effect | 290,000 compounds, 0.3% hits; in the data active = inhibition mostly above about 52%, no sharp cut-off; inactive = mostly below about 76%; note: some results filed as inactive read as strong as hits
# GPR35 arrestin U2OS: GPR35 antagonists blocking zaprinast-driven arrestin recruitment, primary screen, imaging, U2OS, beta-arrestin-GFP, zaprinast agonist (AID 2058) | G-protein coupled receptor 35 (Homo sapiens) | U2OS GPR35 beta-arrestin-GFP translocation imaging, zaprinast antagonism; higher % means a stronger effect | inhibition, % at 10 µM; hits with a dose series show IC50 in µM | 290,000 compounds, 0.052% hits;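 active = inhibition of at least 50% with at least 30 cells and total cytoplasm GFP at most 10,000,000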
# KOR beta-arrestin-2: KOR antagonists, beta-arrestin recruitment, cell-based, luminescence, uHTS (AID 1778); Kappa-type opioid receptor (Homo sapiens); KOR beta-arrestin recruitment, luminescence, antagonist mode; higher % means a stronger effect; one-dose inhibition, % at 10 µM; IC50 in µM for titrated hits; 290,000 compounds, 0.091% hits; note: strong numbers were not always called active
# GPR55 beta-arrestin: GPR55 agonists via beta-arrestin recruitment, primary screen, imaging, U2OS cells, beta-arrestin-GFP redistribution (AID 1961) | G-protein coupled receptor 55 (Homo sapiens) | U2OS GPR55 beta-arrestin-GFP redistribution imaging; higher % means a stronger effect | one-dose activation, % at 10 µM; EC50 in µM for titrated hits | 290,000 compounds, 0.048% hits;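 active = activation above 40% with more than 50 cells counted in the well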;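 note: U2OS osteosarcoma cells stably expressing GPR55 and beta-arrestin-GFP; plate controls were DMSO negative control for no effect and LPI positive control for full effect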
# HEK293 NOD2/NF-kB: NOD2 signaling inhibitors, cell-based, luminescence, uHTS, HEK293 (AID 1566); HEK293 NOD2/NF-kB luciferase reporter, luminescence; higher % means a stronger effect; inhibition, % at 4 µM; hits with a dose series show EC50 in µM; 290,000 compounds, 0.63% hits; note: many of its hits are not listed in these tables
# Myeloid diff 2 GFP+ MAC1+ %: also measured in Myeloid diff 2; calls as there; GFP+ MAC1+ double positive, %; measured here: differentiation confirmed by MAC1 staining
# Active calls of the source: *; i = inactive; / = not tested or not shown; [ ] = dose if it differs, or a comment. Cut-off read from the data, not from the text of the source, unless noted: active = inhibition above about 50%; inactive = the rest. The list is partial; rates above refer to the full screens.
SMILES,NOD1 NF-kB reporter,Myeloid diff 2,Myeloid diff 2 GFP+ MAC1+ %,KOR beta-arrestin-1,GPR55 LPI antagonism,HIV fusion peptide,GPR35 arrestin U2OS,KOR beta-arrestin-2,GPR55 beta-arrestin,HEK293 NOD2/NF-kB
Cc1cc(Nc2ccccc2)n(-c2ccccc2)n1,-21%,i,0.4,0.9%,7%,-2.5%,-12%,18%,0.0%,8%
CCOC(=O)c1cnn(-c2ccccn2)c1N,-32%,i,0.8,-5.1%,-12%,-0.4%,-20%,-27%,0.3%,-38%
Cc1cc(C)c(S(C)(=O)=O)c(Oc2cccc(Cl)c2)n1,-16%,i,0.8,-0.4%,14%,1.7%,16%,2%,-0.3%,-1%
Cc1cc(=O)oc2c3c(cc(OCC(=O)N4CCC[C@H]4C(=O)O)c12)OC(C)(C)CC3,-27%,i,1.9,-4.3%,5%,5.8%,-3%,-10%[20 µM],0.2%,-26%
O=S(=O)(c1cnc[nH]1)N1CCN(c2ccc(F)cc2)CC1,-4%,i,1.2,1.4%,-5%,-0.3%,4%,14%,-0.2%,11%
Cc1cccc(CC2CC(=O)N(c3ccc([N+](=O)[O-])cc3)C2=O)c1 (stereo unspecified),-29%,i,0.2,-2.8%,0%,-1.2%,20%,-7%,-0.2%,4%
CCCCc1c(O)nc(SCC(=O)c2ccccc2)[nH]c1=O,4%,i,0.8,1.2%,-7%,-2.0%,11%,-31%,-0.1%,4%
O=C(Nc1nccs1)c1cccc(NC(=O)C2CC2)c1,-17%,i,2.0,-1.5%,-3%,-0.3%,-7%,-10%,-0.1%,-7%
Cc1ccc(C(c2nnnn2C2CCCC2)N2c3ccccc3CC2C)cc1 (stereo unspecified),-9%,i,0.6,-7.4%,11%,-2.7%,-6%,19%,0.7%,12%
CC1CCN(S(=O)(=O)c2ccc3nc(N4CCN(c5ccccc5)CC4)ccc3c2)CC1,-36%,/,/,0.2%,13%,-1.1%,-12%,-176%,-0.2%,-3%
Cn1c(CN2CCCCC2)nc2cc(NC(=O)c3ccccc3)ccc21,/,i,3.1,0.4%,-8%,-1.8%,5%,15%,0.6%,-10%
COc1ccc(S(=O)(=O)N2CCN(C(=O)c3cc(C)oc3C)CC2)cc1,-37%,i,0.2,-4.0%,4%,-1.3%,-3%,5%,-0.5%,13%
O=C(/C=C/c1ccccc1)n1cnnc1SC/C=C/c1ccccc1,25%,i,0.6,0.3%,7%,1.3%,-13%,-1%,-0.1%,-28%
C/C(=N\NC(=S)Nc1cccc(C)c1)c1ccco1,-9%,i,0.3,/,2%,-2.4%,26%,43%[20 µM],0.0%,-117%
Cc1ccc(OCC(=O)Nc2cc(C(=O)O)cc(C(=O)O)c2)cc1C,-26%,i,0.1,1.3%,11%,8.5%,2%,7%,0.5%,0%
O=C(COc1ccccc1)Nc1ccc(N2CCN(C(=O)c3ccco3)CC2)cc1,-20%,i,1.0,-3.0%,-9%,-2.1%,-8%,-15%,-0.4%,14%
C=CCn1c(Cc2ccccc2)nnc1SCc1nc2ccccc2c(=O)[nH]1,-17%,i,0.0,-2.3%,0%,0.3%,-10%,9%,-0.4%,20%
CCOC(=O)CNC(=O)Cn1cnc2sc(C)c(S(=O)(=O)N3CCOCC3)c2c1=O,-34%,i,1.3,-3.8%,-3%,1.8%,-7%,-13%,-0.1%,-8%
Cc1ccc(N(C(=O)c2ccc(Br)o2)C2C=CS(=O)(=O)C2)cc1 (stereo unspecified),-12%,i,3.4,-5.0%,2%,-3.1%,20%,18%,-0.1%,-6%
COc1ccc(NC(=S)N2CCC(N(C)CCN3CCOCC3)CC2)cc1Cl,-19%,i,0.7,5.0%,15%,2.4%,-10%,19%,0.3%,6%
Cn1c(N)c(C(C[N+](=O)[O-])c2c(F)cccc2Cl)c(=O)n(C)c1=O (stereo unspecified),-1%,i,1.5,2.1%,-2%,-0.6%,6%,7%,0.0%,4%
Cc1ccc(C(=O)NCCCNC(=O)c2ccco2)cc1C,-12%,i,0.2,1.7%,2%,-0.1%,4%,-43%,-0.2%,14%
O=C(NNC(=O)C1CC1)c1cccc([N+](=O)[O-])c1,-39%,i,1.6,1.3%,5%,0.1%,-2%,-8%,0.2%,-4%
CC(C)c1nc(SCC(=O)NC(=O)NC(C)(C)C)n[nH]1,-8%,i,0.3,1.7%,-1%,-0.1%,-1%,-13%,0.0%,-5%
Cc1cc(O)c(C(=O)c2ccccc2C(=O)O)cc1C,8%,i,0.8,-1.6%,-3%,-2.3%,-5%,-12%,-0.2%,16%
COC(=O)/C(=C\C=C\c1ccccc1)NC(=O)c1ccccc1,-37%,i,0.6,1.9%,4%,2.6%,-1%,-8%,0.1%,-6%
CCOC(=O)c1[nH]c2ccc(OC)cc2c1NC(=O)CCN1CCSCC1,-23%,i,0.3,2.0%,12%,-0.7%,3%,0%,-0.2%,0%
CS(=O)(=O)c1ccc2nc(NC(=O)c3ccc(N4CCCC4=O)cc3)sc2c1,-5%,i,0.8,-4.5%,9%,0.8%,-12%,-6%,-0.1%,11%
CCC(=O)NCCc1nc2cc(NC(=O)c3cccs3)ccc2n1C,-37%,i,2.0,2.0%,11%,-1.7%,-3%,-19%,-0.6%,-4%
CC1(C)CC(=O)C2=C(C1)Nc1ccccc1[S@]2=O,-4%,i,0.4,1.3%,3%,-0.7%,-1%,12%,-0.1%,4%

# Twelve of these compounds, set out differently.
# Every second line gives: NOD1 NF-kB reporter | Myeloid diff 2 | Myeloid diff 2 GFP+ MAC1+ % | KOR beta-arrestin-1 | GPR55 LPI antagonism | HIV fusion peptide | GPR35 arrestin U2OS | KOR beta-arrestin-2 | GPR55 beta-arrestin | HEK293 NOD2/NF-kB
> Cc1ccc(N(C(=O)c2ccc(Br)o2)C2C=CS(=O)(=O)C2)cc1 (stereo unspecified)
 : -12% | i | 3.4 | -5.0% | 2% | -3.1% | 20% | 18% | -0.1% | -6%
> COc1ccc(NC(=S)N2CCC(N(C)CCN3CCOCC3)CC2)cc1Cl
 : -19% | i | 0.7 | 5.0% | 15% | 2.4% | -10% | 19% | 0.3% | 6%
> Cn1c(N)c(C(C[N+](=O)[O-])c2c(F)cccc2Cl)c(=O)n(C)c1=O (stereo unspecified)
 : -1% | i | 1.5 | 2.1% | -2% | -0.6% | 6% | 7% | 0.0% | 4%
> Cc1ccc(C(=O)NCCCNC(=O)c2ccco2)cc1C
 : -12% | i | 0.2 | 1.7% | 2% | -0.1% | 4% | -43% | -0.2% | 14%
> O=C(NNC(=O)C1CC1)c1cccc([N+](=O)[O-])c1
 : -39% | i | 1.6 | 1.3% | 5% | 0.1% | -2% | -8% | 0.2% | -4%
> CC(C)c1nc(SCC(=O)NC(=O)NC(C)(C)C)n[nH]1
 : -8% | i | 0.3 | 1.7% | -1% | -0.1% | -1% | -13% | 0.0% | -5%
> Cc1cc(O)c(C(=O)c2ccccc2C(=O)O)cc1C
 : 8% | i | 0.8 | -1.6% | -3% | -2.3% | -5% | -12% | -0.2% | 16%
> COC(=O)/C(=C\C=C\c1ccccc1)NC(=O)c1ccccc1
 : -37% | i | 0.6 | 1.9% | 4% | 2.6% | -1% | -8% | 0.1% | -6%
> CCOC(=O)c1[nH]c2ccc(OC)cc2c1NC(=O)CCN1CCSCC1
 : -23% | i | 0.3 | 2.0% | 12% | -0.7% | 3% | 0% | -0.2% | 0%
> CS(=O)(=O)c1ccc2nc(NC(=O)c3ccc(N4CCCC4=O)cc3)sc2c1
 : -5% | i | 0.8 | -4.5% | 9% | 0.8% | -12% | -6% | -0.1% | 11%
> CCC(=O)NCCc1nc2cc(NC(=O)c3cccs3)ccc2n1C
 : -37% | i | 2.0 | 2.0% | 11% | -1.7% | -3% | -19% | -0.6% | -4%
> CC1(C)CC(=O)C2=C(C1)Nc1ccccc1[S@]2=O
 : -4% | i | 0.4 | 1.3% | 3% | -0.7% | -1% | 12% | -0.1% | 4%

# The list continues.
SMILES,NOD1 NF-kB reporter,Myeloid diff 2,Myeloid diff 2 GFP+ MAC1+ %,KOR beta-arrestin-1,GPR55 LPI antagonism,HIV fusion peptide,GPR35 arrestin U2OS,KOR beta-arrestin-2,GPR55 beta-arrestin,HEK293 NOD2/NF-kB
Cc1nc(/N=C\N(C)C)sc1C(=O)Nc1ccccc1,-10%,i,0.7,-3.4%,4%,-0.6%,11%,1%,0.1%,-19%
COC(=O)c1c(-c2ccccc2)noc1C,-32%,i,0.2,/,7%,-0.9%,9%,16%[20 µM],-0.1%,5%
O=C(COc1ccccc1)NC(=S)Nc1cccc([N+](=O)[O-])c1,-12%,i,0.6,17%,-1%,0.3%,-17%,16%,-0.5%,-3%
NNC(=O)CN1C(c2ccccc2)=Nc2ccc(Br)cc2C1c1ccccc1 (stereo unspecified),-49%,i,0.6,6.6%,-2%,-0.8%,-8%,-41%,1.0%,-6%
O=C(O)/C=C/C(=O)Nc1ccccc1SC(F)(F)C(F)(F)C(F)(F)F,-49%,i,0.6,2.6%,11%,0.3%,2%,13%,-0.5%,9%
CCCCCC(O)(c1ccc(OCC)cc1)C(CN1CCOCC1)c1ccccc1 (stereo unspecified),0%,i,0.3,-9.2%,11%,3.1%,7%,-12%,0.3%,-1%
Nc1ccc2nc(-c3ccc(Cl)cc3)[nH]c2c1,-26%,i,3.0,3.7%,-2%,-0.8%,0%,-38%,-0.1%,-42%
Cc1cccc(OCC(=O)Nc2ccccc2C(F)(F)F)c1,-19%,i,0.7,6.4%,-6%,1.3%,7%,2%,0.5%,2%
Cn1cccc1/C=N/N1CCN(c2ccccc2)CC1,-14%,i,0.0,-3.9%,20%,-2.8%,26%,10%,-0.1%,-6%
C=C1SC(=Nc2c(C)cccc2Cl)N(C(=O)c2sc3ccccc3c2Cl)C12CCCCC2,-8%,i,0.5,-0.3%,6%,0.4%,-5%,18%,0.3%,-10%
Cc1cc(NC(=O)C(Cl)c2ccccc2)no1 (stereo unspecified),28%,i,1.4,3.7%,-5%,0.6%,-6%,-34%,0.3%,4%
Cc1ccc(-n2c(N)c(C(=O)NCc3cccnc3)sc2=S)cc1,23%,i,0.8,2.8%,3%,-3.7%,0%,28%,-0.1%,23%
CCCCOc1ccc(CN2CCC(O)CC2)cc1,12%,i,5.6,22%,-4%,-0.9%,13%,-12%,-0.1%,-33%

# Source: PubChem (several laboratories)
